# DAX1 inh-1: inhibitors of human orphan nuclear receptor DAX1 (NR0B1); P51843; HEK293 Gal4-DAX1 luciferase reporter, luminescence; inhibition, % at 6.75 µM; hit rate 0.99% among 340,000; AID 504766;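 active means inhibition above the mean over all tested compounds plus 3 SD, cut at about 4.2% in these data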;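 further: 0% = DAX1-transfected cells with DMSO and 100% = empty-vector control cells with DMSO; inhibition shows as a rise in luminescence from relieved DAX1 repression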
# Target sequence (P51843 207-470 limits assumed): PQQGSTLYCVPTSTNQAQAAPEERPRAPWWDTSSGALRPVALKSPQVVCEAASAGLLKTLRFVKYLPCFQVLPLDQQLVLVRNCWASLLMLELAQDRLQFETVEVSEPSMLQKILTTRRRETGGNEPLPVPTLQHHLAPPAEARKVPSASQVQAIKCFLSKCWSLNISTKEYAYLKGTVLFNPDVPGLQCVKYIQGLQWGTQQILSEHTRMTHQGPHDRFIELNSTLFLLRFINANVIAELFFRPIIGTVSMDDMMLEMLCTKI
# DAX1 inh-2: blocks DAX1 repression of SF-1 activated StAR promoter; HEK293T StAR-luciferase reporter, SF-1/DAX-1 repression relief; inhibition, % at 6.8 µM; hit rate 1.1% among 370,000; AID 652010;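 active means inhibition above the mean over all tested compounds plus 3 SD, cut at about 3.6% in these data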;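 further: 0% = DAX-1 cells with DMSO and 100% = cells lacking DAX-1 with DMSO; higher inhibition means more luminescence from relief of DAX-1 repression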
# PLC-beta3 inh: inhibitors of human phospholipase C beta3. Q01970. Purified PLC-beta3, fluorogenic substrate, fluorescence. inhibition, % at 12.2 µM. hit rate 0.18% among 370,000; in the data active means inhibition above about 11%;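 further: 0% = median of compound wells on plate and 100% = full blocker control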
# Rev-erbA mod: modulators of human Rev-erb alpha DNA binding; P20393; Rev-erbα–FITC-DNA binding, fluorescence polarization, 90 min; activity, % at 10 µM; hit rate 0.79% among 370,000; AID 1259318;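 active means activity above about 14%, limit read from the data; passing the limit was not always enough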;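 further: 0% = DMSO wells with 35 nM protein and 100% = DMSO wells with 750 nM protein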
# PG9 binder: binds the HIV-1 gp120 antibody PG9; inhibition, % at 6.7 µM; hit rate 0.43% among 360,000; TR-FRET gp120-PG9 antibody binding; in the data active means inhibition above about 8.5%
# ssDAF-12 act: S. stercoralis DAF-12 activation, primary screen | hit rate 1% among 370,000 | activation, % at 6.8 µM | HEK293 ssDAF-12/GRIP1 lit1-tk-luc reporter, luminescence; % of 3 µM dafachronic acid response;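 active means activation above the mean over all tested compounds plus 3 SD, cut at about 0.9% in these data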;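 further: 0% = DMSO-only wells and 100% = 3 µM delta7-dafachronic acid wells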
# hgDAF-12 ag: hgDAF-12 agonism, primary luciferase screen | activation, % at 6.8 µM | HEK293 GAL4-hgDAF12 UAS-luciferase reporter, agonist luminescence; normalized to butyrate control | hit rate 1.8% among 370,000 | AID 687014;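 active means activation above a cutoff set at the mean of all screened compounds plus 3 SD, cut at about 10% in these data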;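 further: 0% = DMSO wells and 100% = sodium butyrate wells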
# SMARCA2 act: activators of SMARCA2 function; MG213 cells, MMTV-luciferase reporter, dexamethasone, overnight; activation, % at 9.1 µM; AID 652017; hit rate 1% among 370,000; in the data active means activation above about 7.8%;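 further: 0% = vehicle wells and 100% = reference activator wells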
# HGIII-sPLA2 inh: Inhibits HGIII-sPLA2 liposome hydrolysis, primary screen. Q9NZ20. QFRET BODIPY PC-A2 liposome hydrolysis, fluorescence. inhibition, % at 12.2 µM. hit rate 0.56% among 370,000. AID 743126;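 active means inhibition above mean plus 3 SD of compounds lying within the high and low control bounds, cut at about 19% in these data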;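 further: 0% = median of test compound wells and 100% = no enzyme DMSO wells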
# Target sequence (Q9NZ20 whole entry, looked up): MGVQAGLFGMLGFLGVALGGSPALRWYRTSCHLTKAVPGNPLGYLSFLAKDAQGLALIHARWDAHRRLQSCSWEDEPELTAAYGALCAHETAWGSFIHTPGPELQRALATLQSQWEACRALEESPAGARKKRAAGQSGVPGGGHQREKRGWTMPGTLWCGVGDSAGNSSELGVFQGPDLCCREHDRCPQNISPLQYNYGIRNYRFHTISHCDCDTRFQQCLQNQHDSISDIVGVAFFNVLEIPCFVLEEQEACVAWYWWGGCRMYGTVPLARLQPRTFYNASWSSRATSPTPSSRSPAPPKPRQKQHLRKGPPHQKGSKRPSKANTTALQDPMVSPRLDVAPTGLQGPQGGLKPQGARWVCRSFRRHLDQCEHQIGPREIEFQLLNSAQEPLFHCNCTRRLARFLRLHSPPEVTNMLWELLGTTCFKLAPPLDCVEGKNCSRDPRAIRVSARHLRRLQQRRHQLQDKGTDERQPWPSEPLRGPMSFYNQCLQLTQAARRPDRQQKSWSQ
# GAA850 FXN act: frataxin GAA850 promoter activation | activation, % at 6 µM | HEK293 lucGAA850 FXN promoter luciferase reporter, 24 h; percent of 10 µM SAHA response | hit rate 0.56% among 360,000 | AID 540364;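 active means activation above the average of all compounds screened plus 3 SD, cutoff fixed separately per campaign, cut at about 7.5% in these data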;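 further: 0% = DMSO wells and 100% = 10 µM SAHA wells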
# hcDAF-12 act: H. contortus DAF-12 activation, primary screen | HEK293 hcDAF-12 lit1-tk-luc reporter, luminescence; 0% DMSO, 100% Δ7-dafachronic acid | activation, % at 6.8 µM | hit rate 1.4% among 370,000 | AID 652067;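 active means activation above the mean of all tested compounds plus 3 SD, cut at about 5.5% in these data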;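 further: 100% = response to 3 µM Δ7-dafachronic acid high control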
# The depositor's hits bear a star; i = inactive; nt = no result given.
structure	DAX1 inh-1	DAX1 inh-2	PLC-beta3 inh	Rev-erbA mod	PG9 binder	ssDAF-12 act	hgDAF-12 ag	SMARCA2 act	HGIII-sPLA2 inh	GAA850 FXN act	hcDAF-12 act
C[C@H]1CN([C@@H](C)CO)C(=O)c2cc(NS(=O)(=O)c3ccc(Cl)cc3)ccc2O[C@@H]1CN(C)CC1CCCCC1	0.2	-0.4	3	0	-1.5	-1.0	1.3	0	-51	-0.5	-1.1
Cc1ccc2nc(-c3ccncc3)c(NC3CCCCC3)n2c1	3.2	1.6	-72	-2	-0.3	-2.1	2.9	0	2	0.2	-1.2
Cc1cc(NC(=O)NN2CCOCC2)nn1-c1c(Cl)cc(Cl)cc1Cl	3.9	0.8	-9	-6	0.1	-1.4	0.9	0	6	0.4	2.0
CCOc1cc2[nH]c(=O)n(CCC(=O)NCCc3ccc(OC)c(OC)c3)c(=O)c2cc1OCC	0.8	0.7	0	1	2.5	-1.2	0.9	0	2	-1.0	-0.1
CCOc1cc(/C=N/NC(=O)C(=O)Nc2cc(Cl)ccc2C)ccc1O	-0.9	-0.1	0	0	-0.7	-1.8	-1.2	2	-4	-1.0	-2.6
C=CCNc1cc(N2CCCC2)ccc1[N+](=O)[O-]	2.0	-1.1	-2	7	-1.1	-0.2	-2.6	-2	5	0.2	-2.8
CCN(CC)C(=O)C1=C(C)N(Cc2ccc(OC)cc2)C(=O)C(CC(=O)NCc2cccc3ccccc23)C1 (configuration not stated)	0.4	-0.1	-1	2	-1.8	-1.1	-2.0	1	-6	0.3	-1.5
CCOC(=O)N/N=C/c1c(F)cccc1F	0.7	1.3	-5	-2	-0.5	-1.4	1.7	1	6	3.3	4.5
Cc1ccc(S(=O)(=O)c2nc(C(C)(C)C)oc2N2CCOCC2)cc1	0.3	0.1	3	1	-1.9	-1.1	-2.1	-1	2	-1.1	-2.0
Cc1cc(CCNC=O)c(C)c2c1oc1ccccc12	2.0	1.2	0	0	1.3	-0.8	6.9	4	-6	5.7	-0.3

# 3 entries already listed, arranged by the number in ssDAF-12 act, ascending:
Molecule | ssDAF-12 act
Cc1ccc2nc(-c3ccncc3)c(NC3CCCCC3)n2c1 | -2.1
Cc1cc(NC(=O)NN2CCOCC2)nn1-c1c(Cl)cc(Cl)cc1Cl | -1.4
Cc1cc(CCNC=O)c(C)c2c1oc1ccccc12 | -0.8

# Returning to the listing, repeating the four entries before the break.
structure	DAX1 inh-1	DAX1 inh-2	PLC-beta3 inh	Rev-erbA mod	PG9 binder	ssDAF-12 act	hgDAF-12 ag	SMARCA2 act	HGIII-sPLA2 inh	GAA850 FXN act	hcDAF-12 act
CCN(CC)C(=O)C1=C(C)N(Cc2ccc(OC)cc2)C(=O)C(CC(=O)NCc2cccc3ccccc23)C1 (configuration not stated)	0.4	-0.1	-1	2	-1.8	-1.1	-2.0	1	-6	0.3	-1.5
CCOC(=O)N/N=C/c1c(F)cccc1F	0.7	1.3	-5	-2	-0.5	-1.4	1.7	1	6	3.3	4.5
Cc1ccc(S(=O)(=O)c2nc(C(C)(C)C)oc2N2CCOCC2)cc1	0.3	0.1	3	1	-1.9	-1.1	-2.1	-1	2	-1.1	-2.0
Cc1cc(CCNC=O)c(C)c2c1oc1ccccc12	2.0	1.2	0	0	1.3	-0.8	6.9	4	-6	5.7	-0.3
CC(C)CNC(=O)COC(=O)c1cc(S(=O)(=O)N(C)C)ccc1N1CCCC1	0.4	-0.1	2	3	1.5	-1.2	0.1	7	5	1.4	-1.7
Cc1c(NC(=O)Nc2c(Cl)cccc2Cl)c(=O)n(-c2ccccc2)n1C	-1.2	-0.4	-4	0	0.9	-1.4	-1.4	-3	10	-1.4	-0.1
CCOC(=O)C1(CCCc2ccccc2)CCN(S(=O)(=O)N(C)C)CC1	-1.3	-0.7	-2	1	-1.0	-2.1	1.4	-3	0	-0.6	-1.1
CC(=O)c1cccc(CN2CCCCC2C(=O)Nc2ccc(Oc3ccccc3)nc2)c1 (configuration not stated)	-0.2	1.2	-7	-2	-1.8	-0.8	2.5	-1	-5	-1.5	-2.0
CCN(c1ccc(NC(=O)COC(=O)c2cc3ccccc3oc2=O)cc1)C(C)C	0.3	-0.5	-4	0	-3.2	-0.2	3.6	-2	12	1.4	3.4
O=C(/C=C\Nc1ccc2c(c1)OCO2)c1cccs1	-1.0	9.0*	-75	8	-3.6	1.0*	17*	10*	1	1.2	8.3*
O=C(CCc1ccccc1)NCC1(c2ccccc2)CCCC1	0.3	0.2	3	1	-1.7	-1.0	-1.1	0	-1	-0.2	0.5
CCOC(=O)NNC(=O)C1CCC(C)CC1 (configuration not stated)	0.1	-0.8	-3	-7	0.5	-0.9	2.3	4	0	0.3	-1.9
CCN(CC(=O)Nc1ccccc1OC)C(=O)c1ccc(NS(=O)(=O)c2ccc(C(C)=O)cc2)cc1	-0.2	0.3	-9	0	-0.5	-0.7	-0.6	-2	0	4.1	1.0
CC(=O)c1ccc(Nc2nc(-c3ccccc3)nc3ccccc23)cc1	-1.6	-1.2	-402	11	1.4	-1.4	1.2	-2	-11	0.0	-2.3

# DAX1 inh-2, what is marked active above.
Molecule	DAX1 inh-1	DAX1 inh-2	PLC-beta3 inh	Rev-erbA mod	PG9 binder	ssDAF-12 act	SMARCA2 act	HGIII-sPLA2 inh	hcDAF-12 act
O=C(/C=C\Nc1ccc2c(c1)OCO2)c1cccs1	-1.0	9.0*	-75	8	-3.6	1.0*	10*	1	8.3*

# Additional compounds follow:
structure	DAX1 inh-1	DAX1 inh-2	PLC-beta3 inh	Rev-erbA mod	PG9 binder	ssDAF-12 act	hgDAF-12 ag	SMARCA2 act	HGIII-sPLA2 inh	GAA850 FXN act	hcDAF-12 act
Cc1ccc(C)c2[nH]c(=O)c(CN(Cc3ccco3)C(=S)NCC3CCCO3)cc12 (configuration not stated)	0.7	0.4	-8	-2	-2.1	-0.9	0.0	3	-3	1.2	-0.9
Cc1ccc2c(C)c(C(=O)Nc3cccnc3)oc2c1	1.8	0.2	-3	-5	-1.6	-0.3	5.2	7	-4	0.4	1.6
COc1ccc(C(=O)NCC(=O)NCC2COc3ccccc3O2)cc1 (configuration not stated)	-1.0	-0.8	-2	4	-1.0	-1.3	0.2	-2	-2	-0.3	-1.3
OC(CN=c1sc2ccccc2n1CC(O)COc1ccccc1)COc1ccccc1 (configuration not stated)	-2.2	-1.3	-3	-2	1.7	-1.6	-2.1	-5	-25	-3.0	-3.7
O=C(COC(=O)c1ccccn1)NC1CCCCC1	-0.7	0.8	0	-2	-0.8	-0.4	1.2	0	-1	0.2	1.6
CC1CN(C(=O)C(C)Sc2nnnn2C)CC(C)O1 (configuration not stated)	-0.1	-0.2	-6	1	-2.6	-1.1	-2.8	-5	3	-0.7	-1.3
O=C(OCC(=O)N1CCN(C(=O)c2ccco2)CC1)c1cc(F)c(F)cc1Cl	0.1	0.7	3	3	-2.3	-0.8	6.1	-3	-2	-1.1	1.8
CCc1[nH]nc2c1C(c1ccsc1)C(C#N)=C(N)O2 (configuration not stated)	0.5	-0.2	-5	-3	0.9	-1.0	2.0	1	2	-2.5	-1.1
CS(=O)(=O)c1ccccc1-c1nnc(NC(=O)Cc2ccccc2)o1	-0.4	0.7	-10	10	-1.0	-0.3	-2.7	-4	7	2.5	-0.2
COCC1CCCCN1C(=O)c1ccc(OC2CCN(CCc3ccccc3)CC2)cc1 (configuration not stated)	0.6	0.1	-3	0	-1.5	-0.1	-1.9	-2	-9	1.2	-2.1
CN(c1ccccc1)S(=O)(=O)c1cccc(NC(=O)Cn2cnc3ccccc3c2=O)c1	0.3	-1.7	-2	12	-1.3	-1.7	-4.8	-1	-29	-2.8	-2.2
Cc1ccccc1N1CC(O)(c2ccccc2)[N+]2=C1SCC2 (configuration not stated)	-1.2	0.0	-1	-1	1.5	-0.6	-3.5	-4	5	0.1	2.3
COc1ccc(NC(=O)CCNC(=O)c2ccccc2)cc1S(N)(=O)=O	-1.3	-0.1	-9	-2	-1.1	-0.4	3.1	-3	0	1.2	0.6
C=C(C)Cn1c2ccc(NC(=O)NCc3ccccc3)cc2c(=O)n1C	nt	0.2	i	-4	0.1	-1.5	-1.5	-2	3	1.3	-2.4
Cc1ccc2c(c1)[C@H]1[C@H](CO2)[C@H](c2ccccc2)[C@]2(C)C(=O)Nc3cc(F)ccc3C(=O)N12	-1.6	-1.6	-3	-2	-1.8	-1.1	5.2	-2	4	-12	0.2
Cc1ccc(NC(=O)CN2CCN(C)CC2)cc1S(=O)(=O)N1CCOCC1	-0.6	-1.1	-3	-5	-0.4	-1.1	-0.2	-2	-12	1.4	1.1
O=C(c1ccccc1Nc1ccc(SC(F)F)cc1)N1CCCCC1	-1.3	-0.8	4	2	0.4	-1.7	1.4	-4	1	-4.0	-2.6
COc1cccc(-n2nnc3c(=O)n(C/C=C/c4ccccc4)cnc32)c1	0.3	-0.7	0	7	-0.9	-1.4	-0.7	-2	-5	-1.1	0.9
O=C(CSc1nnc(COc2ccc(Cl)cc2)n1Cc1ccco1)c1ccccc1F	-0.7	0.1	0	5	-2.2	-1.5	-1.1	-2	-16	1.1	-1.1
Cc1noc(C)c1C(=O)OCC(=O)Nc1c(F)cccc1F	-0.2	0.1	-4	7	-1.9	-1.8	-1.7	0	1	-1.2	-1.4
CCCCSc1nc2c(c(=O)[nH]c(=O)n2C)n1CCc1ccccc1	1.9	0.3	2	-6	-0.3	-0.8	0.4	1	-4	4.4	1.0
Cn1c(C(=O)N[C@@H](C(=O)O)c2ccccc2)cc2cc(Cl)ccc21	0.1	-0.2	-13	2	2.6	0.6	2.5	2	-8	0.9	5.9*

# From PubChem
